CBFb RUNX1 block = blocks binding between human CBF-beta and RUNX1; Q01196+Q13951; 230,000 tested, under 10 active; Potency, µM (highest dose often 59.8 µM), without a hit: top-dose activity, negative = inhibition, most hits filed as inhibitors; AlphaScreen CBFb-His/RUNX1-biotin binding, biochemical; note: % of control where 0% means no effect
Target sequence (Q01196 whole entry, looked up): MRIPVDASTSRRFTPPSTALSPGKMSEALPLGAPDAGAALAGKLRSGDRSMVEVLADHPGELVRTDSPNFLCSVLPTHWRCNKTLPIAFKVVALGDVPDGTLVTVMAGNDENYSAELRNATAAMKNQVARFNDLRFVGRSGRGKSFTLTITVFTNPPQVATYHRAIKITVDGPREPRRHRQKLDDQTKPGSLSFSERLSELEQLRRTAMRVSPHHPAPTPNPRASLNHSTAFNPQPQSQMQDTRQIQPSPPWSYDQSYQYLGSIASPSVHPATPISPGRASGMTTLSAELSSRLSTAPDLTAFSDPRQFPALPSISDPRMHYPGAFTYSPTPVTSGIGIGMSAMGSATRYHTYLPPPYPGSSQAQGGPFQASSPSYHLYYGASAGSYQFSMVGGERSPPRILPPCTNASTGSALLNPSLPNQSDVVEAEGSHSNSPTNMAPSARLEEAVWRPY
Target sequence (Q13951 whole entry, looked up): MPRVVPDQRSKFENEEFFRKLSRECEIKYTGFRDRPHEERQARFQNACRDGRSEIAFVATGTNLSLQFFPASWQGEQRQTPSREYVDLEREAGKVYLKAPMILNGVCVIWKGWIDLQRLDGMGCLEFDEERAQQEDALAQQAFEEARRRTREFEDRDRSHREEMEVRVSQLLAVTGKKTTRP
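Bead-based AlphaScreen assay; binding partners His-tagged CBF-beta and biotinylated RUNX1 at 30 nM each. Compound exposure 15 min after a 20-min protein preincubation; bead step 90 min; all steps at room temperature.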
HTT aggregate = mutant huntingtin aggregation inhibition; AID 1688; PC12 HttQ103-GFP aggregates, Acumen cytometry, 40 h; Potency, µM (titrated, usually from 46.1 µM), without a hit: at the highest dose activity change, negative = inhibition, hits mostly inhibitors; 220,000 tested, 1.1% active; note: potency is the fitted concentration of half-maximal effect; % is set by controls: 0 for no effect and ±100 for the full control effect; nearly all actives have a fitted effect of over 60% in size
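Steps: seed 1500 PC12 HTTQ103-GFP cells/well; add tebufenozide, 100 nM final; add compound titration; add ATPLite reagent; quantify GFP aggregates by laser scanning cytometry.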
KinaseGlo FLuc = counter-screen: inhibitors of Kinase-Glo firefly luciferase; Potency, µM (titrated, usually from 38.3 µM), for the others: at the top dose activity change, negative = inhibition, hits mostly inhibitors; AID 1379; 200,000 tested, 0.28% active; Kinase-Glo luciferase, ATP luminescence, 8 min; Q27757; note: potency is the fitted concentration of half-maximal effect; % is set by controls: 0 for no effect and ±100 for the full control effect; nearly all actives have a fitted effect of over 60% in size
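Compound is pinned into ATP-containing buffer (10 uM ATP, imidazole pH 7.2, 7 mM MgCl2). Kinase-Glo luciferase reagent is then added. Light output is recorded following an 8-min room-temperature incubation.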
NPSR antagonist = antagonists of human neuropeptide S receptor cAMP signaling. CHO-NPSR cells, cAMP TR-FRET, antagonist mode. Potency, µM (titrated, usually from 38.3 µM), for inactives: at the highest dose activity change, negative = inhibition, most hits filed as inhibitors. 220,000 tested, 1% active. AID 1461; note: potency is the fitted concentration of half-maximal effect; % is set by controls: 0 for no effect and ±100 for the full control effect; nearly all actives have a fitted effect of over 50% in size; many of its hits are not listed in these tables
Target sequence (Q6W5P4 whole entry, looked up): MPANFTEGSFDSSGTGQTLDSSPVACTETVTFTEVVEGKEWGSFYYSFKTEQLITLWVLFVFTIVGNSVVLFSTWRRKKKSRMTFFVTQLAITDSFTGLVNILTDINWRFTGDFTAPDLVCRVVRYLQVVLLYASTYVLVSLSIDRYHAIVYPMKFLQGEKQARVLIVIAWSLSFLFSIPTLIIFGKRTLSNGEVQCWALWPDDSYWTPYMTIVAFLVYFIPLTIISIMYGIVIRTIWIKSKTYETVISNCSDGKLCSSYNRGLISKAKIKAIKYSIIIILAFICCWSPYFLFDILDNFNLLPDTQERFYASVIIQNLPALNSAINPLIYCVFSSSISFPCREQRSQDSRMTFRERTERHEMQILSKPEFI
L3MBTL1 inh = blocks human L3MBTL1. Q9Y468. AlphaScreen L3MBTL1–H3K9me1 peptide binding. Potency, µM (highest dose often 57.1 µM), without a hit: at the highest dose activity, negative = inhibition, hits mostly inhibitors. 230,000 tested, 0.66% active; note: potency is the fitted concentration of half-maximal effect; % is set by controls: 0 for no effect and ±100 for the full control effect; nearly all actives have a fitted effect of over 60% in size
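L3MBTL1 50 nM + b-AHA-H3(1-15)K9me1 75 nM, 30 min RT; compound added, 30 min RT; streptavidin donor/Ni-chelate acceptor beads 10 ug/mL each final, 30 min RT dark; AlphaScreen read.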
Epigenetic reg = derepresses silenced GFP reporter in murine cells; murine LDR cells, GFP reporter derepression, 30 h; Potency, µM (highest dose often 53.9 µM), for the others: at the highest dose GFP activation, most hits filed as activators; 280,000 tested, 0.2% active; AID 1865; note: potency is the fitted concentration of half-maximal effect; % of control where 0% means no effect; nearly all actives have a fitted effect of over 60% in size
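In this reporter-derepression format, murine cells bearing a silenced integrated CMV-GFP locus incubate with test compound (30 h, 37 C), then are washed and imaged; fluorescent objects of 20–120 um count as induced cells.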
IMPase Li inh = IMPase inhibition in cells with lithium potentiation | 210,000 tested, 0.35% active | Potency, µM (doses to about 59.4 µM), without a hit: at the highest dose activity, negative = IMPase inhibition, hits mostly inhibitors | AID 1457 | CHO-M1 cells, IP1 TR-FRET (IP-One), carbachol + lithium;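 note: IP1 builds up when IMPase is blocked and the TR-FRET signal falls; potency is the fitted concentration of half-maximal effect; plate controls were basal vehicle for no effect and high inhibitor control for full effect; nearly all actives have a fitted effect of over 50% in size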
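Lithium-sensitised IP1 accumulation assay; M1-expressing CHO cells treated 30 min at 37C with compound. Competitive antibody detection by time-resolved FRET followed a 10 min room-temperature lysis step.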
* = called active by the depositor; u = inconclusive; x = not tested or not shown; & = joins results of further samples; [ ] = another dose, or the depositor's remark. Calls come from the whole dose curve; as a rule, active = well fitted curve in the direction sought with a large enough effect; inconclusive = small, poorly fitted or top-dose-only effect, or another doubt; inactive = no such curve, though single readings can be large; an effect the other way counts as inactive or inconclusive. An excerpt (hit frequency here may not be typical).

Structure	CBFb RUNX1 block	HTT aggregate	KinaseGlo FLuc	NPSR antagonist	L3MBTL1 inh	Epigenetic reg	IMPase Li inh
CC/C(=N/OC(=O)c1cccc(C)c1)C(=O)c1cccs1	-2%	5%	-2%	-9%	22%	-3.2%	-4%
O=C(CSc1nc2ccccc2o1)NC(=O)NCc1ccccc1	-5%	-4%	-4%	-10%[46.1 µM]	1%	0.9%	16%[38.3 µM]
Cc1ccc(N(C)C(=O)N2CCN(S(=O)(=O)c3c(C)cc(C)cc3C)CC2)cc1	-3%	-55%	0%	u	x	-1.1%	35%[activator][38.3 µM]
COCc1cc(C)nc(N/N=C/c2ccc(-c3cc(C(=O)O)ccc3Cl)o2)c1C#N	-2%	10%	0%	2%	-16%	-3.2%	-4%
CCn1c(Cn2nnc(-c3ccccc3)n2)nnc1SCC(=O)N1CCOCC1	9%	0%	1%	-7%[46.1 µM]	x	-1.1%	6%[38.3 µM]
CC(C(=O)O)n1nc2ccccc2n1 (stereo unspecified)	3%	16%	3%	6%[46.1 µM]	4%	-1.9%	5%[38.3 µM]
CC(C)(C)NC(=O)Cn1c(SCC(=O)N2CCCCCC2)nc2ccccc21	5%	18%	-2%	-25%[46.1 µM]	0%	-2.0%	-3%[38.3 µM]
O=c1c(=O)n2c(nn1Cc1ccc(F)cc1)sc1ccccc12	2%	7%[9.22 µM]	x	-3%	-5%	1.8%	x
COC(=O)c1ccccc1NC(=O)NCc1ccco1	-2%	-1%	-4%	-5%[46.1 µM]	-1%	0.0%	25%[38.3 µM]
C/C(=C\c1cccs1)C(=O)c1c(C)cc(C)[nH]c1=O	0%	-11%[9.22 µM]	x	13%	6%	-1.0%	x
CC/C=C\C/C=C\C/C=C\CCCCCCCC(=O)O	u	-2%	0%	x	u	11%&-1.9%&0.0%&0.8%	30%&-4%&31%&-2%&9%
COc1cccc(/C(O)=C2/C(=O)C(=O)N(c3cc(C)on3)C2c2cccs2)c1 (stereo unspecified)	4%	5%	-3%	-8%[46.1 µM]	-7%	-1.1%	u
O=C(COC(=O)C1CC(=O)N(Cc2ccccc2)C1)c1ccc(F)cc1 (stereo unspecified)	-2%	11%	1%	7%	28%	-2.4%	u
CCc1ccccc1NC(=O)c1cnccn1	-23%	1%	0%	-3%[46.1 µM]	-6%	-1.0%	0%
O=S(=O)(NCCN1CCCC1)c1cccc2cccnc12	-8%	1%	14%	-12%[46.1 µM]	-6%	3.7%	2%[38.3 µM]
CNc1ccccc1C(C)(C)c1cc(-c2cccc([N+](=O)[O-])c2)no1	-15%	-24%	-1%	-43%	u	-0.3%	6%
Cc1csc(NC(=O)Nc2ccc(Cl)cc2)n1	7%	-15%	-4%	-3%[46.1 µM]	22%	9.7%	-7%[38.3 µM]
Cn1cc2c(=O)n(/N=C/c3ccccc3)cnc2n1	1%	6%	-2%	10%	4%	-3.0%	2%
CC1CN(c2ncnc3c2c(-c2ccccc2)cn3-c2ccc(F)cc2)CC(C)O1 (stereo unspecified)	-9%	u	6%	-40%	-25%	-0.1%	5%
COc1ccc2c(c1)CCc1c(C(=O)NCc3ccc(F)cc3)noc1-2	14%	12%	0%	-19%[46.1 µM]	4%	-0.8%	25%[38.3 µM]
C=CCN1C(=O)/C(=C2/Sc3ccccc3N2C)SC1=Nc1c(C)n[nH]c1C	4%	-21%	7%	-5%[46.1 µM]	18%	0.9%	u
Cc1ccc(-c2nnc(SCC(=O)NC3CC3)n2N)cc1	7%	-21%[9.22 µM]	x	13%	x	-0.1%	x
Cc1noc(C)c1COc1ccc(C(=O)OCC(=O)Nc2c(C)n(C)n(-c3ccccc3)c2=O)cc1	5%	19%	0%	5%	2%	0.0%	6%
CC1(C)CC(=O)c2c(noc2-c2ccccc2)C1	-1%	-9%	-11%	u	20%	-2.6%	7%[38.3 µM]
CC(=O)Oc1ccc2c(=O)c(-c3nc4ccccc4s3)coc2c1	6%	-4%	10µM*	-4%	3%	-1.1%	-11%
CCc1cc2c(SCC(=O)NC(=O)c3cccn3C)ncnc2s1	-7%	5%[9.22 µM]	-1%	-15%	-8%	-0.4%	10%
CC(C)=NNC(=O)c1c(O)c2ccccc2[nH]c1=O	1%	-8%[9.22 µM]	x	-24%	-1%	0.0%	x
COc1ccc(/C(N)=N/OC(=O)c2ccco2)cc1	3%	25%	-26%	12%	51%[activator]	-1.3%	-4%
O=C(NNC1=NC2(CCCC2)Cc2ccccc21)c1cccnc1	3%	6%[9.22 µM]	0%	4%	7%	3.4%	2%
Cc1ccc(CSc2nnc(CC(=O)Nc3ccc(C)cc3)n2C)cc1	1%	24%	0%	-5%[46.1 µM]	2%	-0.9%	-13%[38.3 µM]
COc1cccc(Nc2nc3ccccc3n3nnnc23)c1	8%	12%[9.22 µM]	-2%	1%[46.1 µM]	x	2.8%	28%[38.3 µM]
Cc1ccc(C(=O)CSc2nnc(-c3ccco3)o2)o1	2%	12%	-1%	0%[46.1 µM]	-5%	-0.9%	-6%[38.3 µM]
O=C(CSc1nc2[nH]ncc2c(=O)[nH]1)NCc1ccccc1	1%	11%	-1%	16%	2%	-3.0%	-4%
Cc1cc(=O)oc2cc(Oc3ncccn3)ccc12	2%	-3%	1%	-8%[46.1 µM]	2%	-1.1%	1%[38.3 µM]
COc1ccc(CCn2c(C)c(C(C)=O)c3cc(OC(=O)c4ccco4)ccc32)cc1OC	-8%	-4%	-6%	-15%[46.1 µM]	x	-0.2%	29%[38.3 µM]
COc1ccc(-c2[nH]ncc2N=Nc2cc(C)cc(C)c2)cc1	u	-8%	-4%	-45%	-28%	u	17%
CCOC(=O)c1[nH]c(C)c(C(=O)NC2CCCC2)c1C	0%	-7%	-5%	-7%[46.1 µM]	x	1.0%	-5%[38.3 µM]
CCOCCCN(C(=O)c1ccco1)C(C(=O)NC1CCCC1)c1cccc(OC)c1OC (stereo unspecified)	-3%	20%	-2%	7%[46.1 µM]	-1%	-6.0%	4%[38.3 µM]
CN(C(=O)c1ccc(OC2CCN(CCc3ccccc3)CC2)cc1)C1CCOC1 (stereo unspecified)	2%	10%[9.22 µM]	1%	-4%	4%	1.8%	17%
COc1ccccc1C(=O)C1CCCN(Cc2ccc(Oc3ncccn3)cc2)C1 (stereo unspecified)	6%	-7%[9.22 µM]	0%	10%	-3%	-0.1%	6%
O=C(O)CCc1ccc(-c2ccc(Cl)cc2)n1Cc1ccco1	-14%	-1%	2%	-21%[46.1 µM]	x	2.3%	13%[38.3 µM]
COCC(=O)N1CCCc2ccccc21	7%	-3%	-2%	-5%[46.1 µM]	-4%	-1.1%	17%[38.3 µM]
O=C(COc1nncc2ccccc12)Nc1c(F)c(F)c(F)c(F)c1F	11%	2%	-2%	1%	8%	10%	4%
Clc1cccc(N=NN2CCOCC2)c1Cl	u	5%[9.22 µM]	x	-7%	13%	-1.7%	x
Cc1ccc(Nc2ccc(C(N)=O)cc2[N+](=O)[O-])cc1	4%	-23%	-1%	-3%	-7%	13%	-2%
CC(C)(C)NC(=O)CSc1nnnn1C(C)(C)C	3%	-11%	-3%	-1%[46.1 µM]	5%	-1.1%	0%[38.3 µM]
O=[N+]([O-])c1cc(S(=O)(=O)NC2=NCCCCC2)ccc1NCC1CCCCC1	u	u	0%	-11%	x	1.4%	11%
COC(=O)c1sccc1NC(=O)CSc1nnnn1-c1ccccc1C	10%	4%	-1%	u	x	0.0%	29%[38.3 µM]
CCCCCCC(=O)N/N=C/c1ccco1	-1%	3%	-1%	-5%[46.1 µM]	-7%	1.1%	-5%
COc1cccc(N=c2oc3c(C)ncc(CO)c3cc2C(=O)Nc2ccccc2OC)c1	-1%	14%	3%	-9%[46.1 µM]	-2%	-1.1%	10%[38.3 µM]
C=CCNC(=S)Nc1ccc2cn[nH]c2c1	4%	-3%[9.22 µM]	x	-16%	-2%	-0.8%	x
C[C@@H](C(=O)NCc1nc2ccccc2[nH]1)[C@@H]1C[C@@]1(C)[C@@H](NC(=O)OCc1ccccc1)c1ccccc1	-12%	x	1%	x	x	1.5%	3%
COc1ccc(S(=O)(=O)N(C)CC(=O)Nc2ccccc2OC)cc1	7%	3%	-3%	-8%[46.1 µM]	x	2.0%	16%[38.3 µM]
CC(C)(C)C(=O)[C@@H]1[C@@H]2C(=O)N(c3ccc4c(c3)OCCO4)C(=O)[C@@H]2C2c3ccccc3C=CN21 (stereo partly specified)	-1%	0%	-5%	-16%[46.1 µM]	-2%	1.1%	6%[38.3 µM]
C=C(C)CNC(=S)/N=c1\scc(C)n1CC	-4%	-13%	-2%	2%[46.1 µM]	-5%	-0.8%	4%
C=CCN1C(=O)C(CC(=O)O)SC1=Nc1ccc(N=Nc2ccccc2)cc1 (stereo unspecified)	-29%	-26%	x	-49%	x	-1.3%	-7%

Later entries.
Structure	CBFb RUNX1 block	HTT aggregate	KinaseGlo FLuc	NPSR antagonist	L3MBTL1 inh	Epigenetic reg	IMPase Li inh
COc1ccc(/C=N/Nc2cc(OC)ncn2)cc1	-6%	3%	x	-4%[46.1 µM]	5%	-0.9%	x
CCN1C(=O)c2cccc3c(NC(=O)C4CCCCC4)ccc1c23	7%	-1%	x	-23%[46.1 µM]	-3%	-2.0%	x
C=C(C)c1cccc(C(C)(C)NC(=O)NC2CC(C)(C)NC(C)(C)C2)c1	4%	x	-5%	1%	2%	0.0%	11%
Cc1[nH]n(-c2ccc([N+](=O)[O-])cc2)c(=O)c1/C=N/N1CCOCC1	2%	x	u	1%	15%	-2.2%	6%
CCc1ccc(Oc2cc(Cl)nc(N)n2)cc1	29%	17%	-5%	-3%	5%	6.0%	-13%
O=C(CN(CCc1ccccc1)S(=O)(=O)c1ccc(Br)cc1)N/N=C/c1ccccc1C(=O)O	-7%	19%	-2%	8%	12%	-2.9%	0%
CCCCCCCCOC(=O)C(NC(=O)CCC(=O)Nc1ccc(S(N)(=O)=O)cc1)C(O)c1ccccc1 (stereo unspecified)	0%	u	19%	-1%[46.1 µM]	x	3.8%	13%[38.3 µM]

2 of these compounds, reformatted.
Second line of a record: CBFb RUNX1 block	HTT aggregate	KinaseGlo FLuc	NPSR antagonist	L3MBTL1 inh	Epigenetic reg	IMPase Li inh
> COc1ccc(/C=N/Nc2cc(OC)ncn2)cc1
  -6%	3%	x	-4%[46.1 µM]	5%	-0.9%	x
> C=C(C)c1cccc(C(C)(C)NC(=O)NC2CC(C)(C)NC(C)(C)C2)c1
  4%	x	-5%	1%	2%	0.0%	11%

Screens: PubChem, National Center for Advancing Translational Sciences (NCATS)
